PKA-R1A act = PKA-R1A complex activation; PKA-R1A dissociation, Cy5-IP20 fluorescence polarization; scaled: DMSO 0%, 113 µM cGMP 100%; activation, % at 11.4 µM; 340,000 compounds, 0.083% hits; P00514+P68181;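 active = percent activation above the mean of all tested compounds plus 3 SD, cut at about 19% in these data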;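 also: higher means more PKAc released from R1A so a rise in polarization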
phage Ecoli inh = E. coli growth loss with phage present; growth absorbance; inhibition, % at 11.9 µM; 360,000 compounds, 0.26% hits; AID 651602; in the data active = inhibition above about 11%
Pemphigus Ab inh = blocks pemphigus antibody binding to human desmoglein-3 | P32926 | DSG3-coupled beads, scFv-anti-DSG3-GFP binding, flow cytometry; active compounds read low | binding (percent of control), % at 10 µM | 310,000 compounds, 0.48% hits | AID 588358;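 active = binding more than 3 SD below its plate's average and above zero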;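 also: hits lower antibody fragment binding to DSG3; some compounds called inactive have numbers as strong as hits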
AddAB inh = less growth of phage-infected E. coli with AddAB; E. coli expressing H. pylori AddAB, absorbance growth; inhibition, % at 11.9 µM; 330,000 compounds, 0.29% hits; in the data active = inhibition above about 12%;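 also: 0% = vehicle wells of infected cells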
Tat transport = blocks Tat-dependent protein export in E. coli; inhibition, % at 10 µM; E. coli MC4100 TorA-mCherry Tat export, fluorescence; 340,000 compounds, 0.036% hits;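 active = mean replicate inhibition at least 50% and at least half of replicates individually reaching 50%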;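 also: exported cargo escapes ClpAP degradation while cytoplasmic cargo is degraded and loses fluorescence; 0% = median of neutral control wells and 100% = median of NaSCN control wells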
PfHsp90 set2 = reduces growth (ATP signal) of yeast expressing P. falciparum Hsp90; 310,000 compounds, 0.32% hits; inhibition, % at 9.4 µM; S. cerevisiae expressing PfHsp90, BacTiter-Glo ATP, 48 h; yeast lacking PDR1 and PDR3 efflux regulators; AID 504621;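 active = every replicate shows inhibition above about 80%, whatever the replicate mean, limit read from the data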;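 also: 0% = DMSO neutral controls and 100% = 20 µM radicicol positive controls; yeast relying on Plasmodium falciparum Hsp90 in place of its own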
OPRM1-OPRD1 inv = mu-delta opioid heterodimer inverse agonism; cell-based MOR-DOR heterodimer luminescence; inhibition, % at 9.3 µM; 340,000 compounds, 0.21% hits; AID 504357; in the data active = inhibition above about 22%, passing the limit was not always enough;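 also: 0% = cells with DMSO and 100% = wells without cells with DMSO; values of inactives mirror those of a sister screen read the other way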
Target sequence (P35372 whole entry, looked up): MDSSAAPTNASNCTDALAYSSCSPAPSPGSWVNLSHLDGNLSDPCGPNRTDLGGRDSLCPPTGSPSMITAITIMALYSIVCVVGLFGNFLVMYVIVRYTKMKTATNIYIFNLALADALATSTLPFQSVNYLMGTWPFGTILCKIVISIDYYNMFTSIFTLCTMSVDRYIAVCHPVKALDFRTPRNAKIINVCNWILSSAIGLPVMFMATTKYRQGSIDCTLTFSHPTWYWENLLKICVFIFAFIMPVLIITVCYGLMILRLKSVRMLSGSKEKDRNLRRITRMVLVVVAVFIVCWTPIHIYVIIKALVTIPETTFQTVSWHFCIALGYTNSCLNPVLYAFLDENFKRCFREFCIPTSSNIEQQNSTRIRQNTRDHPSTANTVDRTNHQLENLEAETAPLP
Target sequence (P41143 whole entry, looked up): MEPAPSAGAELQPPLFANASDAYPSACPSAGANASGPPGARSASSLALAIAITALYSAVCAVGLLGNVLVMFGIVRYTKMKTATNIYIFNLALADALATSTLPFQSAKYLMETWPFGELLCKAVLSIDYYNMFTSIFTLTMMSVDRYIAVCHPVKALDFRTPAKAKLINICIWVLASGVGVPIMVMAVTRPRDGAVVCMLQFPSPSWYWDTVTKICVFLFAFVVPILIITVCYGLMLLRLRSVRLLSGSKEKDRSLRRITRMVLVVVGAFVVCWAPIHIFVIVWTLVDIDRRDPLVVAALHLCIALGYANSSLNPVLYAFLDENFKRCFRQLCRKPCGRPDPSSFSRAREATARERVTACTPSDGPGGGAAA
SUMO Mot1 rescue = inhibitors of SUMOylation pathway: yeast Mot1-301 growth rescue | S. cerevisiae Mot1-301 growth rescue, ATP luminescence, 38.5C; percent above DMSO median, 100 means doubled | growth rescue, % at 18.8 µM | 320,000 compounds, 1% hits | AID 2716;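 active = every valid replicate shows activation above 250% relative to neutral control wells; inactive = the rest, any valid replicate at or below 250%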;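 also: OY570 slx delta 5 strain wells were the positive control but not used for scaling; some compounds called inactive have numbers as strong as hits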
E coli growth = bacterial growth inhibition, counter-screen for AddAB inhibitors | E. coli V3065 growth, OD600 absorbance, 18 h | inhibition, % at 11.9 µM | 330,000 compounds, 0.27% hits | AID 449728;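 active = inhibition above the campaign's mean inhibition across all tested compounds plus 3 SD, cut at about 9.9% in these data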;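 also: uninfected addAB+ strain grown without phage in ampicillin broth; 0% = DMSO wells and 100% = ciprofloxacin 0.95 µg/ml wells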
Arr AP2 block = blocks beta-arrestin peptide binding to AP2 adaptin; 340,000 compounds, 0.31% hits; FITC-arrestin peptide / GST-AP2 beads, flow cytometry; AP2 beta2 appendage carries R879A mutation; inhibition, % at 10 µM;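 active = inhibition above a set limit, near 3 SD of compounds lacking own fluorescence, cut at about 54% in these data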;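 also: plate controls were DMSO wells for no effect and 5 µM unlabelled arrestin peptide for full effect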
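System: GST-AP2 R879A glutathione beads | Also added: FITC-arrestin peptide, 50 nM | Times: 12 min plus 1 h, RT | Signal: Bead flow cytometry, FITC channel | Buffer or medium: PBS with 0.05% Tween 20 and 0.1% BSA | Read-out basis: Percent drop in bead-associated FITC signal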
MOR-DOR ag = agonists of human mu-delta opioid receptor heterodimerization | activation, % at 9.3 µM | 340,000 compounds, 0.3% hits | cells, OPRM1-OPRD1 heterodimerization, luminescence; in the data active = activation above about 18%;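 also: 0% = vehicle-treated cells and 100% = reference agonist; values of inactives mirror those of a sister screen read the other way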
* marks the source's active call; other numbers are inactive results; . = not tested or not shown.

SMILES	PKA-R1A act	phage Ecoli inh	Pemphigus Ab inh	AddAB inh	Tat transport	PfHsp90 set2	OPRM1-OPRD1 inv	SUMO Mot1 rescue	E coli growth	Arr AP2 block	MOR-DOR ag
COc1ccc(OC)c(NC(=O)c2ccc(CN3CCOCC3)cc2)c1	2	0.6	108	-0.4	-11	-24	8	70	-1.2	-3	-1.4
C=CCNC(=O)c1ccc(N(Cc2ccc(Cl)cc2)S(C)(=O)=O)cc1	-6	3.9	115	0.2	6	0	11	-7	0.4	39	-2.1
Cc1ccc2[nH]c(C(=O)NCCN3CCCC3)cc2c1	-19	-0.6	102	-2.2	1	4	-7	-5	0.8	-3	1.5
COc1ccc(S(=O)(=O)NC(C)C(=O)NC2CC2)cc1C (stereo unspecified)	-10	-2.9	97	2.1	-5	2	21	1	2.0	-4	-4.2
COCCOc1ccc(C(F)(F)F)cc1NC(=O)c1ccccc1	-3	2.9	98	5.0	-4	11	3	-5	-2.1	-4	-0.5
c1ccc2c3nnc4n(c-3nc2c1)CCCS4	4	1.4	82	0.9	4	-19	10	-15	0.2	17	-1.8
CN(N)c1nc(C(F)(F)F)nc2ccccc12	-9	3.5	96	0.0	-8	-7	13	-12	0.0	47	-2.5
COC(=O)c1cc(S(=O)(=O)N2CCCC(C)C2)c[nH]1 (stereo unspecified)	-5	2.0	.	-0.2	2	5	17	2	-1.8	5	-3.4
CCc1ccccc1NC(=O)CN(C)C(=O)CSc1nn(-c2ccccc2)c(=S)s1	2	3.4	99	3.5	6	12	11	-8	-1.3	-8	-2.2
Cc1cc(C)n2nc(C(=O)OCC(=O)Nc3ccc4c(c3)OCO4)nc2n1	7	-0.2	102	-0.4	-2	-21	7	18	1.2	-3	-1.1
COc1cccc2c(=O)n(CC(=O)Nc3ccccc3F)ccc12	0	0.7	108	0.2	-1	-12	-4	-11	0.2	3	0.8
CCc1ccc(C2NC(=O)c3ccccc3O2)cc1 (stereo unspecified)	-8	6.0	96	-0.5	0	-15	14	3	-0.5	25	-3.2
CC1CN(S(=O)(=O)c2cccc(C(=O)NCCc3ccc(S(N)(=O)=O)cc3)c2)CC(C)O1 (stereo unspecified)	-7	3.0	89	-1.1	-13	.	6	-3	0.5	-2	-1.2
O=C(Nc1nccs1)C1CCCN1S(=O)(=O)c1ccc(F)cc1 (stereo unspecified)	-5	0.3	.	1.4	12	13	4	13	-1.7	-1	-0.9
CCNc1nc(NCC)nc(Oc2ccc(C(=O)OC)cc2)n1	0	1.4	84	-0.5	-6	7	18	68	1.1	-3	-3.5
Cc1cccc(NC2CNC(=O)NC2=O)c1 (stereo unspecified)	-9	2.9	.	.	-10	10	17	.	.	-12	-3.5
COc1ccc(OCCCC(=O)Nc2cc([N+](=O)[O-])ccc2C)cc1	-4	0.2	95	-2.1	-5	-5	-17	-2	-0.4	-3	3.1
CC(C)c1nnc(NC(=O)Cc2ccc(Br)cc2)s1	2	5.7	127	1.6	2	-19	-26	-7	-1.0	11	4.7
O=C1/C(=C/c2cccnc2)SC(=S)N1c1ccc(F)cc1	-9	5.1	97	0.0	7	-2	3	491	0.1	8	-0.6
CC1(C)CC(CCC(=O)NC(=S)Nc2ccccc2Cl)C(=O)O1 (stereo unspecified)	1	3.2	90	3.3	-2	.	3	-10	-0.7	-4	-0.4
COc1ccc(OC)c(/C=N\NC(=O)CSc2nnc(CCCc3ccc(OC)c(C)c3)o2)c1	3	3.3	102	-0.6	3	-3	-25	-16	-0.6	-1	4.3
CCOc1ccc(NS(=O)(=O)c2cc(NC(=O)CCNC(=O)c3ccco3)ccc2OC)cc1	-13	3.8	.	.	-2	3	15	.	.	2	-3.9
O=S(=O)(Nc1ccc(O)c(NS(=O)(=O)c2ccccc2)c1)c1ccccc1	-7	-0.2	100	-0.2	-3	9	-11	-6	1.2	9	1.5
CN(CC(=O)Nc1ccc(F)cc1[N+](=O)[O-])Cc1ccccc1	-9	3.7	104	0.2	7	-28	-51	-19	0.8	9	9.8
CC(=O)O[C@@H]1[C@H](OC(=O)CC(C)C)c2c(ccc3ccc(=O)oc23)OC1(C)C	-5	2.7	97	4.6	1	14	-23	57	0.3	-5	4.0
The listing continues:
SMILES	PKA-R1A act	phage Ecoli inh	Pemphigus Ab inh	AddAB inh	Tat transport	PfHsp90 set2	OPRM1-OPRD1 inv	SUMO Mot1 rescue	E coli growth	Arr AP2 block	MOR-DOR ag
Cc1ccc(/C=N/Nc2ccc(F)cc2)s1	-6	2.2	98	-0.7	-5	9	6	194	1.9	29	-1.2
O=C(Cc1cccs1)N1CCN=C1SCc1cccc(F)c1	-8	0.3	91	-0.8	-2	6	4	8	0.8	5	-0.8
Cc1nn(C)cc1CN(C)C(=O)c1ccc(OC2CCN(Cc3ccccn3)CC2)cc1	4	0.9	100	2.0	6	34	2	10	-0.8	39	-0.3
COc1cc(N)c(Cl)cc1C(=O)NC1CCN(Cc2ccccc2)CC1	0	1.5	106	.	-5	14	-3	.	.	18	0.6
O=C(CCC(=O)c1cccs1)OCC(=O)c1ccc(Cl)s1	0	3.6	104	4.0	-12	15	11	11	0.2	6	-2.0
N/C(=N\c1nc2ccccc2o1)NC(=O)c1cccc(Cl)c1	.	3.6	111	4.2	.	.	.	-4	3.2	-16	.
COC(=O)c1cc(C(=O)c2c(C)cc3ccccn23)cc([N+](=O)[O-])c1	-10	1.4	.	2.1	-3	-7	-20	-10	-1.8	5	3.1
COc1cc2c(cc1OC)C1(Nc3c-2c(C)nn3-c2ccccc2)C(=O)Nc2ccccc21 (stereo unspecified)	-1	1.6	103	1.3	0	0	8	164	-1.4	2	-1.5
O=C(O)CCSCC(=O)Nc1c(C(=O)C2CC2)oc2ccccc12	-2	2.2	98	4.2	-1	-26	13	-8	0.5	8	-3.0
Cc1ccc(-n2nc(C(N)=O)nc2-c2ccccc2)cc1	4	0.7	116	-0.2	-5	-13	20	172	-1.4	13	-4.1
O=C(NC1CCCc2ccccc21)C1CCN(S(=O)(=O)c2cnc[nH]2)CC1 (stereo unspecified)	3	3.4	94	0.7	-1	4	10	.	0.8	-12	-1.6
Cc1ccc(NS(=O)(=O)c2ccc(-c3ccc(=O)[nH]n3)o2)cc1N(C)C	-9	1.5	101	3.5	-3	1	14	-7	2.0	5	-2.8
COC(=O)Cn1c(C)c(C#N)c2ccccc21	0	2.2	.	0.4	-1	-29	13	-7	1.4	1	-2.5
COc1ccccc1N(CC(=O)NCc1ccccn1)S(C)(=O)=O	3	1.7	98	2.8	-8	10	3	111	-0.1	-4	-0.6
CC1Cc2cc(S(=O)(=O)N3CCCC(C(=O)N4CCCCC4)C3)ccc2N1C(=O)C1CC1 (stereo unspecified)	-2	0.5	107	3.0	1	-29	14	3	0.1	-2	-2.8
Cc1n[nH]c(=O)c2c(NC(=O)CSc3nnc(C4CC4)n3C)oc(C)c12	-4	2.7	102	-3.6	-7	.	6	-14	-3.9	-16	-0.9
CC[C@@]12C(=O)N(c3cccc(Cl)c3)C(=O)N1[C@H](c1ccc(Br)cc1)[C@@H]1C(=O)N(C(C)(C)C)C(=O)[C@@H]12	-13	2.2	100	5.0	9	-5	-2	14	2.3	-16	0.3
COc1ccc(NC(=O)c2cccc(Oc3ccc([N+](=O)[O-])cc3Cl)c2)cc1	0	4.0	102	4.0	-5	-6	-19	3	-1.8	.	4.1
O=C(NNC(=O)c1cccc(Cl)c1)NNC(=O)c1cccc(Cl)c1	-8	4.7	91	0.6	-8	18	5	-4	0.2	11	-1.0
CCCOc1ccc2oc(=O)c3c(c2c1)CCCN3C(=O)CN(C)Cc1ccccc1	-13	-0.1	104	1.6	9	1	-2	7	-0.5	18	0.4
CN1CCN(NC(=O)c2ccc(COc3ccccc3Br)o2)CC1	-5	3.2	106	2.5	4	-24	5	-17	-3.3	15	-0.7
Cc1nnc(SCC(=O)NC(C)c2ccccc2)[nH]c1=O (stereo unspecified)	-2	1.8	.	2.2	0	-12	5	6	-1.9	13	-1.1
Cc1ccc(NC(=O)C2CCN(S(=O)(=O)c3cccs3)CC2)c(O)c1	4	1.2	107	1.5	-3	-8	11	-15	-1.3	-11	-3.2
CCCc1nn(C)c(C(=O)Nc2ccc3ccccc3c2)c1Cl	-6	2.3	101	3.3	-6	-2	-11	-3	0.9	-8	2.1
COc1ccc(CCNC(=O)Cc2nn(C)c(=O)c3ccccc23)cc1OC	9	3.2	.	2.4	2	-29	-14	-1	-0.3	13	2.3
Carrying on:
SMILES	PKA-R1A act	phage Ecoli inh	Pemphigus Ab inh	AddAB inh	Tat transport	PfHsp90 set2	OPRM1-OPRD1 inv	SUMO Mot1 rescue	E coli growth	Arr AP2 block	MOR-DOR ag
Cc1ccc2nc(NC(=O)c3ccc(NS(=O)(=O)c4cccs4)cc3)sc2c1	-15	4.0	.	2.4	-6	-15	-4	-17	0.4	26	0.8
COc1ccc(COCCN2CCN(S(=O)(=O)c3ccccc3)CCC2=O)cc1	-3	-0.7	99	3.2	1	.	4	-14	1.0	3	-0.8
CC1=C(C#N)C(=O)NC(=O)/C1=C\c1ccc(-c2cc(C)c(C)cc2[N+](=O)[O-])o1	-4	1.5	96	.	9	8	4	.	.	-7	-0.8
CCCc1cc(=O)[nH]c(SCc2cccc(C)c2)n1	-3	2.6	109	2.3	4	.	2	-1	-3.1	-13	-0.5
COC(=O)c1c(C)c(OC(=O)c2c(C)cc(O)c(C=O)c2O)cc(C)c1O	-6	.	104	6.0	3	-6	11	-21	0.2	-1	-2.1
COc1ccccc1CC(=O)NC1CCCCCC1	-19	-2.4	98	1.9	-2	-1	2	-14	-2.3	6	-0.3
COc1cc(CNc2ccc(N3CCCCC3)cc2)ccc1OCC(=O)NC(C)(C)C	-16	1.2	111	1.6	-7	0	5	2	1.4	15	-1.0
COc1ccc(-c2[nH]ncc2-c2ccc3c(c2)OCCO3)c(O)c1	-7	2.1	.	2.5	0	.	0	-9	-1.1	29	0.0
Cc1cc(C)c(S(=O)(=O)Nc2ccccc2C(=O)N2CCCC2)c(C)c1	-7	-0.4	101	-2.1	-9	15	16	-12	-0.7	12	-2.9
COc1ccc2[nH]c(O)c(N=NC(=O)c3ccc(NS(=O)(=O)c4cccs4)cc3)c2c1	0	2.5	89	-1.2	11	-1	12	10	-2.1	-12	-3.0
COc1ccc(N(CC(O)CN2CCOCC2)S(=O)(=O)c2ccccc2)cc1 (stereo unspecified)	-2	0.1	100	4.1	-7	14	18	12	-1.4	17	-3.4
O=C(Nc1cscc1S(=O)(=O)c1ccccc1)c1ccccc1Cl	.	2.5	106	1.7	0	1	.	-5	2.7	-14	.

Bioassay records as filed in PubChem.
